# Lipid droplet – inhibitors of hepatocyte lipid droplet formation, primary screen, imaging, high-throughput imaging, BODIPY stain. AID 1656, 2009. AML12 mouse hepatocytes, oleate lipid droplets. inhibition, % at 6.5 µM. actives 0.4% (n = 240,000);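 active = lipid droplet intensity inhibited by at least 50%, with more than 500 cells counted; inconclusive = wells with under 300 cells, treated as cytotoxic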
#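 Assay system: AML12 hepatocytes (mouse) / Also added: 100 µM oleic acid challenge / Times: overnight treatment with compound plus oleate / Detection: high-content imaging of BODIPY-stained droplets and DAPI nuclei / Evaluation: % inhibition of lipid droplet signal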
# Siah-1 displacement – Siah-1 peptide-binding antagonists, primary screen, biochemical, fluorescence polarization, rhodamine-plectin, uHTS (AID 1817); displacement, % at 20 µM; hits with a dose series show IC50 in µM; actives 0.02% (n = 290,000); Siah-1 / rhodamine-plectin peptide fluorescence polarization; higher % means a stronger effect; E3 ubiquitin-protein ligase SIAH1 (Homo sapiens);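 active = displacement of at least 50% at 20 µM, with a fluorescence ratio check between 0.3 and a set limit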;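 also: plate controls were Siah plus tracer with DMSO for no effect and tracer alone without Siah for full effect; strong numbers were not always called active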
# LYP phosphatase – inhibitors of LYP phosphatase, biochemical, fluorescence intensity, uHTS (AID 1779); recombinant LYP phosphatase, fluorescence intensity; higher % means a stronger effect; one-dose inhibition, % at 11.5 µM; IC50 in µM for titrated hits; actives 0.054% (n = 290,000);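 also: plate controls were vehicle with enzyme for no effect and no enzyme for full effect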
# AID2073 – inhibitors of Mint1-CaV2.2 protein interaction, biochemical, HTRF (AID 2073) | Voltage-dependent N-type calcium channel subunit alpha-1B (Homo sapiens) | HTRF protein-protein interaction, Mint1-CaV2.2; higher % means a stronger effect | inhibition, % at 20 µM; hits with a dose series show IC50 in µM | actives 0.19% (n = 290,000); in the data active = inhibition mostly above about 51%, no sharp cut-off; inconclusive = no clear call, values can overlap the other calls; inactive = mostly below about 53%; also: some results filed as inactive read as strong as hits
# NOD2 inhibition – NOD2 signaling inhibitors, cell-based, luminescence, uHTS, HEK293 (AID 1566); actives 0.63% (n = 290,000); HEK293 NOD2/NF-kB luciferase reporter, luminescence; higher % means a stronger effect; inhibition, % at 4 µM; hits with a dose series show EC50 in µM; also: many of its hits are not listed in these tables
# Myeloid diff 2 – induction of myeloid progenitor differentiation, primary screen, cell-based, flow cytometry, MLPCN library. ER-HoxA9 myeloid progenitors, lysozyme-GFP differentiation. calls only at 10 µM. AID 624256, 2012. actives 1% (n = 360,000);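 active = normalized GFP-positive differentiation at or above the plate's own cutoff, the solvent-only control mean plus 3 SD; inconclusive = no clear call, values can overlap the other calls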;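 also: cells exposed to compound for four days before flow analysis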
# HIV peptide binding – inhibitors of HIV fusion peptide binding, primary screen, biochemical, uHTS, fluorescence dequenching (AID 1986) | cell-free peptide binding, fluorescence dequenching, 30 min; higher % means a stronger effect | inhibition, % at 20 µM; hits with a dose series show IC50 in µM | actives 0.3% (n = 290,000); in the data active = inhibition mostly above about 52%, no sharp cut-off; inactive = mostly below about 76%; also: some results filed as inactive read as strong as hits
# XIAP displacement – XIAP antagonists, biochemical, IAP family, fluorescence polarization (AID 1018). E3 ubiquitin-protein ligase XIAP (Homo sapiens). XIAP BIR domain, fluorescence polarization peptide displacement; higher % means a stronger effect. displacement, % at 20 µM; hits with a dose series show IC50 in µM. actives 0.007% (n = 200,000); in the data active = displacement above about 50%; also: a part of the inactive calls stands beside numbers as strong as those of hits
# NS5 inhibitors – Dengue-2 NS5 methyltransferase inhibitors, primary screen, biochemical, confirmation dose response (AID 588689). one-dose inhibition, % at 25 µM; IC50 in µM for titrated hits. actives 0.3% (n = 340,000). Dengue-2 NS5 methyltransferase capping enzyme assay, biochemical; higher % means a stronger effect. Genome polyprotein (Dengue virus type 2 (strain 16681-PDK53)); in the data active = a potency from the dose series; inconclusive = inhibition above about 29% without an active follow-up result
# Lipid droplet cells 6.5 µM – further read-out of Lipid droplet, marked with its call; cell count; measured here: cell count, cytotoxicity flag;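 cells counted across two imaged fields per well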
# NS5 inhibitors pilot replicate – further read-out of NS5 inhibitors, marked with its call; inhibition, %; measured here: pilot screen replicate inhibition
# Myeloid diff 2 GFP+ MAC1+ % – also measured in Myeloid diff 2; calls as there; GFP+ MAC1+ double positive, %; measured here: differentiation confirmed by MAC1 staining
# An asterisk follows results filed as active; i = inactive; u = inconclusive; x = no result given. Rule as the data show it, unless noted: active = inhibition above about 50%; inactive = the rest. A portion of the library (hit frequency here may not be typical).
SMILES,Lipid droplet,Lipid droplet cells 6.5 µM,Siah-1 displacement,LYP phosphatase,AID2073,NOD2 inhibition,Myeloid diff 2,Myeloid diff 2 GFP+ MAC1+ %,HIV peptide binding,XIAP displacement,NS5 inhibitors,others
COc1ccccc1/C=N/NC(=O)CC(=O)NCc1cccnc1,-1.1,625,3.8%,2.6%,12.4%,8.7%,i,1.3,2.2%,-9.8%,-1.3%,
CN(Cc1ccccc1)C(=O)CN1CCN(C(c2ccccc2)c2ccccc2)CC1,14.5,644,7.9%,-0.9%,-7.1%,17.2%,i,0.6,-1.9%,-4.9%,-4.4%,
FC(F)(F)c1cccc(CON=C2CCN(c3ncc(C(F)(F)F)cc3Cl)CC2)c1,x,x,-1.6%,-5.1%,-6.1%,9.0%,i,0.7,-1.2%,-3.5%,-9.5%,NS5 inhibitors pilot replicate=-4.5
CCOC(=O)CC1=C(C(=O)OCC)C(c2ccc(OC)cc2OC)C(C#N)=C(N)O1 (centres undefined),x,x,1.4%,6.3%,-0.3%,-6.6%,i,0.8,1.1%,-0.8%,3.8%,
COc1cc(C2NC(C(=O)O)CS2)ccc1OCc1ccccc1C#N (centres undefined),-1.0,740,-3.0%,-11.3%,-0.3%,-15.9%,x,x,1.3%,-6.0%,x,
Cc1sc2c(c1C)CN(C1CC(C)(C)NC(C)(C)C1)CN2C(=O)c1ccco1,2.1,681,-1.0%,-2.6%,-12.7%,-20.1%,x,x,4.6%,-7.3%,x,
Cc1nc(Nc2cccc(C(C)O)c2)c2nnn(Cc3ccccc3F)c2n1 (centres undefined),-7.8,758,6.0%,0.8%,27.7%,24.7%,i,0.3,-1.6%,-2.6%,-6.0%,
Cn1nccc1C(=O)N1CCN(c2cccc(Cl)c2)CC1,-3.9,803,-3.1%,-7.0%,-9.4%,9.0%,i,1.2,0.1%,x,0.7%,
CCN(Cc1ccccc1)C(c1cccc(C#N)c1)c1nnnn1C(C)(C)C (centres undefined),-32.2,635,-5.1%,-1.1%,16.1%,12.9%,i,7.9,1.4%,-1.9%,-2.0%,
COc1ccc(CCNC(=O)c2ccccc2NC(=O)C2=C(C)OCCS2)c(OC)c1,-60.6,739,-10.4%,-6.6%,3.0%,8.8%,i,3.2,-1.4%,x,4.4%,
Cc1ccc(-c2cc(C(=O)N3CCN(C(=O)c4ccco4)CC3)no2)cc1,0.6,673,4.5%,-5.3%,0.5%,-1.2%,i,0.6,-0.6%,-2.7%,0.7%,
C=CCc1ccccc1OCC(=O)N/N=C/c1ccc(OC(C)=O)cc1OC(C)=O,-1.8,684,0.6%,5.2%,11.8%,48.1%,u,x,3.5%,-3.8%,-2.9%,
O=C(OCC(=O)c1ccccc1Cl)c1cnccn1,1.0,602,5.2%,-6.3%,0.7%,11.9%,i,0.4,-0.5%,-1.3%,-4.4%,
CCC1CCCCN1S(=O)(=O)c1ccc2c(c1)CCN2C(=O)C1CCC1 (centres undefined),x,x,6.4%,0.3%,-2.8%,17.0%,i,0.0,-0.4%,-1.2%,-4.8%,
CSc1ccccc1C(=O)NC1CCCCC1,3.4,777,4.6%,-5.0%,3.6%,0.7%,i,0.9,0.4%,0.7%,0.0%,
CCC(CC)C(=O)Nc1c2c(nn1-c1ccc(OC)cc1)CS(=O)C2 (centres undefined),12.1,794,-2.5%,-0.5%,1.8%,-4.4%,i,1.1,0.1%,-4.8%,-7.8%,
CCc1ccccc1NC(=O)CSc1nnc([C@@H](N)Cc2ccccc2)o1,-9.6,705,-3.1%,-5.8%,-2.8%,-1.5%,i,2.3,0.9%,0.4%,7.2%,
CC1CCC/C(=N\NC(=O)COc2ccc(Cl)cc2Cl)C1 (centres undefined),x,x,-0.8%,-7.3%,-3.2%,16.1%,i,0.4,-2.8%,-5.2%,-0.8%,
Cc1cc(=O)[nH]c(SCC(=O)N2CCc3ccccc3C2)n1,-6.5,747,-1.4%,-4.4%,1.3%,-23.9%,i,0.6,-0.7%,-1.2%,-3.4%,
Cc1ccc(C(=O)N/C(=C\c2ccco2)C(=O)NCCCN2CCOCC2)cc1C,-17.6,790,8.8%,-3.3%,-9.2%,18.7%,i,0.9,-0.8%,x,-8.3%,

# Reprinted at random: two entries already listed
SMILES,Lipid droplet,Lipid droplet cells 6.5 µM,Siah-1 displacement,LYP phosphatase,AID2073,NOD2 inhibition,Myeloid diff 2,Myeloid diff 2 GFP+ MAC1+ %,HIV peptide binding,XIAP displacement,NS5 inhibitors,others
Cc1cc(=O)[nH]c(SCC(=O)N2CCc3ccccc3C2)n1,-6.5,747,-1.4%,-4.4%,1.3%,-23.9%,i,0.6,-0.7%,-1.2%,-3.4%,
CCOC(=O)CC1=C(C(=O)OCC)C(c2ccc(OC)cc2OC)C(C#N)=C(N)O1 (centres undefined),x,x,1.4%,6.3%,-0.3%,-6.6%,i,0.8,1.1%,-0.8%,3.8%,

# Compounds from the list above that have a furan ring, fused or not:
SMILES,Lipid droplet,Lipid droplet cells 6.5 µM,Siah-1 displacement,LYP phosphatase,AID2073,NOD2 inhibition,Myeloid diff 2,Myeloid diff 2 GFP+ MAC1+ %,HIV peptide binding,XIAP displacement,NS5 inhibitors,others
Cc1sc2c(c1C)CN(C1CC(C)(C)NC(C)(C)C1)CN2C(=O)c1ccco1,2.1,681,-1.0%,-2.6%,-12.7%,-20.1%,x,x,4.6%,-7.3%,x,
Cc1ccc(-c2cc(C(=O)N3CCN(C(=O)c4ccco4)CC3)no2)cc1,0.6,673,4.5%,-5.3%,0.5%,-1.2%,i,0.6,-0.6%,-2.7%,0.7%,
Cc1ccc(C(=O)N/C(=C\c2ccco2)C(=O)NCCCN2CCOCC2)cc1C,-17.6,790,8.8%,-3.3%,-9.2%,18.7%,i,0.9,-0.8%,x,-8.3%,

# (listing goes on)
SMILES,Lipid droplet,Lipid droplet cells 6.5 µM,Siah-1 displacement,LYP phosphatase,AID2073,NOD2 inhibition,Myeloid diff 2,Myeloid diff 2 GFP+ MAC1+ %,HIV peptide binding,XIAP displacement,NS5 inhibitors,others
CCOC(=O)CN1N=C(/C=C/c2ccc(C(C)C)cc2)CCC1=O,-17.4,730,2.8%,3.5%,13.6%,-8.7%,i,0.2,-1.3%,-0.9%,-4.4%,
C=CCOc1ccc(C2C3=C(CCCC3=O)N(CC(=O)O)C3=C2C(=O)CCC3)cc1OCC,12.1,822,2.6%,-3.4%,0.2%,11.6%,i,0.9,0.8%,x,9.2%,
COc1ccc(-n2nc(C(=O)NCC3CCCO3)c3ccccc3c2=O)cc1 (centres undefined),-7.3,757,-7.3%,-8.5%,24.0%,-0.7%,i,6.5,-0.5%,x,-5.9%,
Cc1cccc(N2CCN(CC(O)COc3ccccc3Cl)CC2)c1 (centres undefined),0.4,656,0.1%,-5.9%,-1.2%,4.0%,i,0.9,0.2%,x,0.0%,
CC(C)(C)Cc1nnc(NS(=O)(=O)c2ccc([N+](=O)[O-])cc2)s1,6.3,828,-3.9%,-3.7%,0.5%,37.0%,i,0.4,1.5%,x,-5.0%,
COc1ccc(OC)c(CNc2ccc3c(c2)nc(C)n3C)c1,-5.7,852,-0.4%,-11.4%,-7.7%,7.5%,i,0.9,-1.5%,x,-7.4%,
O=S(=O)(Nc1nc2ccccc2nc1NCc1ccco1)c1ccc(Cl)cc1,11.0,742,-5.7%,2.6%,17.1%,32.9%,i,0.7,15.2%,-4.3%,91.9µM*,
COc1ccccc1NC(=O)C1=C(C)Nc2nnnn2C1c1ccccn1 (centres undefined),6.4,862,27.5%,-10.2%,-1.0%,0.8%,i,4.0,-1.9%,-3.2%,-0.8%,
O=C(N/N=C/c1ccc2c(c1)OCO2)c1cccnc1,21.5,803,7.3%,-3.3%,22.7%,-18.0%,i,0.7,0.5%,x,-3.3%,
O=S(=O)(c1ccc(Cl)cc1)N1CCN(c2ccccn2)CC1,-3.4,785,1.9%,-8.2%,10.1%,12.7%,i,0.4,-1.0%,x,x,
CC(C)(C)C(=O)NC1(C(F)(F)F)C(=O)Nc2c1c(=O)[nH]c(=O)n2Cc1ccco1 (centres undefined),x,x,-1.0%,-1.2%,-6.2%,7.0%,i,0.2,-2.4%,-0.6%,0.0%,
COc1ccc(CCN(C(=O)c2ccccc2)C2=CC3CCC(C2)N3C)cc1OC (centres undefined),x,x,-4.3%,-10.0%,30.4%,18.1%,x,x,-1.2%,-5.0%,x,
COc1ccc(OC)c(S(=O)(=O)N2CCCC(C(=O)N3CCOCC3)C2)c1 (centres undefined),-8.5,770,4.2%,2.6%,-7.4%,7.7%,i,2.8,0.7%,x,-1.6%,
Cc1ccc(C(=O)N/C(=C\c2cn(C)c3ccccc23)C(=O)N2CCOCC2)cc1,-4.4,719,-3.4%,11.7%,2.8%,-2.6%,i,0.8,2.5%,x,-6.9%,
Cc1ccc(S(=O)(=O)Nc2ccccc2C(=O)Nc2ccc(S(=O)(=O)Nc3nccc(C)n3)cc2)cc1,17.6,470,7.3%,-0.7%,11.7%,16.6%,i,0.8,14.8%,-3.2%,13.2%,
Cc1c(NC(=O)c2ccc(Cl)c(S(=O)(=O)N3CCOCC3)c2)c(=O)n(-c2ccccc2)n1C,x,x,2.6%,-5.8%,5.4%,2.1%,i,7.0,0.9%,-6.7%,-6.4%,
Clc1c(-c2ccccc2)nc2ccccn12,12.2,807,2.1%,-13.4%,-5.0%,-41.8%,i,0.5,-0.5%,x,x,
Cc1ccc(NC(=O)c2ccc(OC(=O)C(C)Oc3ccc(Cl)cc3C)cc2)cc1 (centres undefined),12.4,731,-3.0%,-6.1%,-2.1%,2.0%,i,0.7,-0.8%,-10.1%,-4.4%,
CC(C)C1C(C#N)=C(N)SC(N)=C1C#N,x,x,-7.7%,-7.2%,u,-11.0%,i,0.8,-2.8%,-2.7%,-4.8%,NS5 inhibitors pilot replicate=-8.1
CCN1CCCC1CNC(=O)c1cc(S(=O)(=O)CC)c(N)cc1OC (centres undefined),18.5,712,3.7%,-5.1%,0.8%,5.8%,x,x,-1.0%,-1.1%,x,
Cc1cc(C)c2cc(CN(CCO)C(c3nnnn3Cc3ccc(F)cc3)C(C)C)c(=O)[nH]c2c1 (centres undefined),-12.3,735,3.7%,-1.3%,2.9%,-6.7%,x,x,-1.2%,-3.0%,x,
O=C(NNC(=O)c1cccc2ccccc12)c1ccccc1O,-2.4,671,7.4%,-6.0%,26.5%,3.9%,i,6.3,14.5%,x,-5.2%,
Cc1cc(NS(=O)(=O)c2ccc(NC(=O)/C=C/c3ccc(Br)cc3)cc2)no1,2.8,798,3.4%,-3.4%,13.1%,-8.0%,i,0.5,41.0%,x,6.5%,
